Screens (PubChem BioAssay)
RAD54 branch – inhibitors of human RAD54 branch migration; Q92698; RAD54 Holliday junction branch migration, FAM/BHQ fluorescence; inhibition, % at 10.4 µM; actives 0.14% (n = 360,000);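 active = mean normalized replicate activity at least 40 and at least half of replicates scoring 40 or more; inconclusive = only one of the two criteria met; inactive = mean below 40 and under half of replicates reaching 40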;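 also: 0% = median of neutral control wells and 100% = median of positive control wells; inhibitors cause a drop in the FAM fluorescence signal; in these data hits start at about 50%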
RAD52 inh – blocks human RAD52 DNA annealing; recombinant RAD52 DNA annealing, FRET fluorescence; inhibition, % at 18.7 µM; actives 0.46% (n = 360,000);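 active = every replicate showing at least 50% inhibition; inconclusive = mean inhibition at least 50% but not in every replicate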
GSIS activator – primary screen for activators of insulin secretion dependent on glucose, INS-1E cells, GLuc reporter luminescence; INS-1E GLuc reporter insulin secretion, 2-3 h; activation, % at 16.6 µM; actives 0.61% (n = 370,000); AID 743287;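 active = lowest replicate activation of at least 40%, so every replicate reaches that level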;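 also: 0% = median of neutral control wells and 100% = median of IBMX positive control wells; some compounds called inactive have numbers as strong as hits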
CFTR F508del cor – correctors of CFTR F508del function in bronchial epithelial cells; CFBE cells, YFP halide quenching; stimulated with forskolin plus potentiator P3; % fluorescence drop versus neutral controls; activity (quench increase), % at 7.58 µM; actives 0.36% (n = 350,000);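 active = mean added fluorescence quench of at least 8% versus neutral control, with both replicates also reaching 8%; inconclusive = only one of the mean or replicate conditions met; inactive = mean below 8% and not both replicates reaching 8%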;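 also: cells transiently co-express mutant CFTR-F508del with the halide-sensitive YFP; corrector assay measuring rescue of mutant channel to the surface after 24 h compound exposure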
E-selectin induc – E-selectin induction on HUVECs; activation, % at 7.58 µM; P16581; AID 686992; actives 0.37% (n = 260,000); HUVEC E-selectin immunofluorescence imaging; normalized: neutral wells 0, TNF-alpha wells 100;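 active = mean E-selectin-positive cell signal at least 10% of the positive control, reached in at least 60% of replicates, without over 20% cell loss; inconclusive = no rule given, readout overlaps actives, possibly toxicity-flagged; inactive = the rest, including those meeting only one limit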;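 also: in these data hits start at about 27%; measured in HUVEC primary endothelial cells; signal is the percent of cells scored E-selectin positive by PE staining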
Target sequence (P16581 whole entry, looked up): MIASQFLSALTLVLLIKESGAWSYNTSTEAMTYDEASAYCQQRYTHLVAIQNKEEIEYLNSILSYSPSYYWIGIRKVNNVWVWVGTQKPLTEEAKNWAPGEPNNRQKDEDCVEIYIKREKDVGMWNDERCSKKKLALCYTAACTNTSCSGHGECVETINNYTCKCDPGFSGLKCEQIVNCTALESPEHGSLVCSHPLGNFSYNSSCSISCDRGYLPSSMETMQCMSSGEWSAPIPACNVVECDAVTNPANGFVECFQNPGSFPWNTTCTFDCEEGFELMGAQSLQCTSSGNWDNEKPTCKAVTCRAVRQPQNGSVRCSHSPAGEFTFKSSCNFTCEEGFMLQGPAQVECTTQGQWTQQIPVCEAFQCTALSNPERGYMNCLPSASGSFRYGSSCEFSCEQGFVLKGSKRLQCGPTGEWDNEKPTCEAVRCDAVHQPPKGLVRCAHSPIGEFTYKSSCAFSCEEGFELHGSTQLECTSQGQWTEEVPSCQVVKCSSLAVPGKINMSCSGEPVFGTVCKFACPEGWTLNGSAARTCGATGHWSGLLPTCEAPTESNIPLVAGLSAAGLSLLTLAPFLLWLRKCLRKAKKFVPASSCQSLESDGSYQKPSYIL
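Test system: HUVEC; input: 3,000 HUVEC/well; measured by: immunofluorescence imaging; read-out: % PE-positive cells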
CASP6 VEID inh – caspase-6 (human) enzyme inhibition. P55212. purified caspase-6, Z-VEID-R110 cleavage fluorescence. inhibition, % at 12.5 µM. actives 0.53% (n = 350,000);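 active = mean inhibition across replicates at least about 35%, with every replicate also reaching that limit, limit read from the data; inconclusive = only one of the two criteria met; inactive = neither criterion met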;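 also: 0% = median of neutral control wells and 100% = no fluorescence left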
Target sequence (P55212 24-179 limits assumed): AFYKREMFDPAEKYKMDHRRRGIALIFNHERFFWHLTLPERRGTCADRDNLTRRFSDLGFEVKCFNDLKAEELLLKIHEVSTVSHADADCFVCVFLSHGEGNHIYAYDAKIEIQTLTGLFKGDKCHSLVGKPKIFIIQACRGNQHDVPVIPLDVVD
Target sequence (P55212 194-293 limits assumed): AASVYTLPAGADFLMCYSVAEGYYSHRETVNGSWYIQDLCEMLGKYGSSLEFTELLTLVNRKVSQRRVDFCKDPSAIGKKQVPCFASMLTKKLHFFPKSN
DENV2 CPE rescue – inhibitors of DENV2 cytopathic effect. actives 1.7% (n = 350,000). DENV2-infected cells, cytopathic effect rescue, plate reader. CPE inhibition, % at 9.99 µM. AID 651640; in the data active = CPE inhibition above about 20%, passing the limit was not always enough; inconclusive = no clear call, values can overlap the other calls; tested in BHK-21 cells;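 also: 0% = median of neutral control wells and 100% = median of positive control wells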
Xi reactivation – X-chromosome reactivation activator. XiGFP mouse fibroblasts, % GFP-positive cells imaging, 3 d; cells co-treated with 5-aza-dC sensitizer; scaled so ellipticine positive control = 100%. activation, % at 7.58 µM. actives 0.055% (n = 360,000);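 active = mean normalized replicate activation at least 10% and every replicate at or above 10%; inconclusive = only one of the two criteria met; inactive = mean below 10% and not all replicates reach 10%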;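 also: 0% = median of on-plate neutral control wells and 100% = ellipticine 6 µM median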
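Material: SV40-immortalized XiGFP fibroblast cells, line 68-5-11 | Buffer or medium: DMEM containing 5-aza-dC | Dosing: One concentration, pinned | Times: 3 d treatment, 15 min room-temperature fixation | Controls: Ellipticine 6 µM positive control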
Active calls of the source: *; ? = inconclusive; . = no result given; & = joins results of further samples.

item	smiles	RAD54 branch	RAD52 inh	GSIS activator	CFTR F508del cor	E-selectin induc	CASP6 VEID inh	DENV2 CPE rescue	Xi reactivation
1	O=C(CCN1C(=O)C2C3CCC(C3)C2C1=O)Nc1cccc(Cl)c1 (stereo not drawn)	-2	-5	-4	2.6	.	1	-2	0.0
2	COc1ccc(S(=O)(=O)N(C)C[C@@H]2Oc3ccc(NS(=O)(=O)c4ccc(Cl)cc4)cc3CC(=O)N([C@H](C)CO)C[C@@H]2C)cc1	-4	.	-15	0.5	-0.1	.	-11	-0.9
3	CN(C)C(/C=C/Nc1ccc(O)cc1)=C(C#N)C#N	.	-17	-3	-2.3	-0.3	-5	.	0.0
4	COc1ccccc1NC(=O)N(C)C[C@@H]1OCc2ccccc2-c2ccccc2C(=O)N([C@@H](C)CO)C[C@@H]1C	7	-7	-10	0.6	1.5	-2	-1	0.1
5	COc1ccc(NS(=O)(=O)c2ccc(C)c(C(=O)NCC(c3ccco3)N(C)C)c2)cc1 (stereo not drawn)	-16	1	3	1.0	0.5	-77	5	0.1
6	CN1CCN(c2oc(Cc3cccc4ccccc34)nc2C#N)CC1	-2	-11	-4	0.0	0.0	-3	0	0.0
7	CC(=O)c1cccc(NCC(=O)N2CCN(S(=O)(=O)c3ccccc3)CC2)c1	-1	-20	24	2.2	.	6	2	0.1
8	CC(C)c1cc(NCCOCCO)n2c(nc3ccccc32)c1C#N	.	-10	52*	1.6	.	3	3	0.0
9	COC(=O)/C(=C1/Oc2ccc(C)cc2S1)C(F)(F)F	.	-3	6	0.6	0.1	1	4	0.1
10	Cc1ccc(C)c(OCc2cc(C(=O)N3CCC(N4CCCC(O)C4)CC3)no2)c1 (stereo not drawn)	-1	-17	-3	-2.5	.	-4	3	0.2
11	C[C@H](CO)N1C[C@H](C)[C@H](CN(C)C(=O)Nc2ccccc2)Oc2ncc(-c3cccc(F)c3)cc2C1=O	.	.	-26	-3.9	0.0	.	.	0.6
12	CCN(CC(=O)NC(C)(C)C)C(=O)C(c1ccccc1)c1ccccc1	.	-10	7	-2.5	1.7	1	4	-0.1
13	C[C@@H]1CCCCO[C@@H](CN(C)Cc2ccc(C(=O)O)cc2)[C@H](C)CN([C@H](C)CO)C(=O)c2cc(NC(=O)c3ccncc3)ccc2O1	-6	104*	21	2.0	0.3	0	-13	-0.1
14	C[C@@H]1CN([C@H](C)CO)C(=O)c2cc(NC(=O)CCCCCC(=O)Nc3ccccc3N)ccc2O[C@H]1CN(C)C(=O)Nc1ccc2c(c1)OCO2	.	-1	-5	1.2	28*	-2	-16	-0.1
15	CCC1CCCCN1CCCNC(=O)c1ccc(CS(=O)(=O)Cc2ccc(Cl)cc2)o1 (stereo not drawn)	-6	-13	-3	0.7	.	-28	11	0.0
16	COc1ccc(C#Cc2cccc(-c3nc(C(=O)NCCCN4CCOCC4)cc4c3[C@@H](CCO)N(S(=O)C(C)(C)C)C4)c2)cc1OC (stereo partly drawn)	0	11	-18	.	1.1	1	0	0.1
17	O=C(N[C@H](C(=O)N1CCC[C@H]1C(=O)NCc1ccccc1)C1CCCCC1)c1ccc(Cl)cc1Cl	.	-13	-42	1.6	1.6	0	-17	0.2
18	CCCNC(=O)C[C@H]1CC[C@@H]2[C@H](COC[C@H](O)CN2C(=O)c2ccc(F)cc2)O1	-4	3	10	-1.6	0.0	0	.	0.2
19	Cc1cccc(NC(=S)N2CCN(c3ccccc3F)CC2)c1C	-4	0	-9	-3.7	.	2	5	0.2
20	C[C@@H]1CN([C@H](C)CO)C(=O)Cc2cc(NC(=O)CCC(F)(F)F)ccc2O[C@@H]1CN(C)Cc1ccc(Cl)c(Cl)c1	-6	4	-33	1.9	-5.1	2	5	-0.5
21	CC(C)(C)OC(=O)C[C@H]1C/C=C\C[C@@H](CC(=O)N[C@H](CO)Cc2ccccc2)C(=O)NC[C@H](c2ccccc2)OC1=O	-3	-6	-3	0.5	0.2	-1	0	0.0
22	COc1ccc(C#Cc2ccc3c(c2)O[C@H](CN(C)C(=O)CN2CCOCC2)[C@H](C)CN([C@H](C)CO)S3(=O)=O)cc1	-8	12	18	1.2	0.0	-2	-3	-0.4
23	CCOC(=O)[C@@H]1[C@H]2COc3cc(OC)ccc3[C@@H]2N2C(=O)N(c3ccc(F)cc3)C(=O)[C@@]12C	-4	.	-15	-1.0	1.1	.	.	0.8
24	CCCCCc1cc(=O)oc2c(C(CCN3CCCC(C)C3)c3ccc4c(c3)OCO4)c(OC)cc(OC)c12 (stereo not drawn)	5	11	36	-1.5	0.0	-1	-4	0.3
25	O=C(COC(=O)/C=C/c1cccc(Br)c1)NC1CCCCCC1	-7	-3	16	3.1	.	1	5	-0.1
26	O=C(c1cc(COc2ccc(F)cc2Cl)on1)N1CCCCCC1	-3	-7	-25	-1.6	.	-2	9	0.2
27	CN(Cc1ccccc1)C1(CNC(=O)CCC(F)(F)F)Cc2ccccc2C1	5	-4	-28	1.4	0.0	-1	-7	0.4
28	O=C(NCc1ccc(Cl)cc1)C1CCN(S(=O)(=O)c2ccc(F)cc2)CC1	2	-2	-17	0.2	-2.8	-3	1	0.0
29	C[C@H](CO)N1C[C@H](C)[C@@H](CN(C)C(=O)c2cccc(F)c2)Oc2ncc(-c3cccnc3)cc2C1=O	-2	-1	12	-1.6	-0.5	0	11	-0.1
30	O=C(C[C@H]1CC[C@@H]2[C@H](COC[C@H](O)CN2C(=O)c2ccccc2F)O1)NCc1ccccc1	6	-8	-6	2.4	0.3	-3	-6	0.1
31	O=C(O)COc1ccc(/C=N/O)cc1Br	.	-12	11	-2.8	.	-1	2	0.0
32	CC(=O)OCCNc1cc(SC(C)C)c2nonc2c1[N+](=O)[O-]	.	-7	2	3.0	-0.1	-3	-3	0.0
33	C[C@@H]1CN([C@H](C)CO)C(=O)CCCn2nncc2CO[C@H]1CN(C)Cc1ccncc1	-10&-4&-5	4&3&-9	3&0	-5.2&-0.5&-0.4	-0.1&0.2	-5&-2&0	9&-4&-2	0.1&0.4
34	CCCC#Cc1cnc2c(c1)C(=O)N([C@H](C)CO)C[C@@H](C)[C@@H](CN(C)C(=O)Nc1cc(F)ccc1F)O2	-3	3	-12	0.8	-0.1	-4	2	0.0
35	NC(=O)C[n+]1cccc(CNC(=O)c2ccc(OC(F)F)cc2)c1	-8	-17	-15	1.3	1.5	-5	1	0.2
36	COc1ccc(CCNS(=O)(=O)c2ccc3c(c2)NC(=O)C(C)S3)cc1OC (stereo not drawn)	-4	-4	1	6.7	-0.1	3	-4	0.0
37	O=C(NN1C(=O)C2C(c3ccccc3)C=CC(c3ccccc3)C2C1=O)c1ccncc1 (stereo not drawn)	-6	-9	-10	0.7	0.1	-1	2	0.4
38	C[C@H](CO)N1C[C@H](C)[C@@H](CN(C)S(=O)(=O)c2ccc(Cl)cc2)Oc2ccc(NC(=O)NC3CCCCC3)cc2CC1=O	-4	8	-4	2.5	0.6	-1	14	-0.4
39	CS(=O)(=O)N(CC1CCC1)C[C@@H]1N[C@@H](CO)[C@@H]1c1ccccc1	0	.	13	-0.1	9.1	.	5	0.0
40	O=C(c1ccccc1)N1CC(=O)N2[C@@H](CO)[C@H](c3ccc(C#Cc4ccccc4)cc3)[C@@H]2C1	.	-10	-6	-1.1	-0.2	0	-2	0.0
41	COc1ccccc1N1CCN(Cc2cc(=O)oc3ccccc23)CC1	9	9	1	-2.3	0.1	0	8	-0.1
42	COC(=O)c1cccnc1-n1c(=O)c2cccnc2n(CC(=O)Nc2ccc(Br)cc2)c1=O	.	-24	-14	-1.3	?	4	.	0.1
43	CCOC(=O)N1CCN(C(=O)COC(=O)COc2c(C)cc(C)cc2C)CC1	0	4	1	1.1	-5.9	-2	0	-0.1
44	COc1ccc(/C(N)=N/OC(=O)Cc2ccc(C)cc2)cc1OC	.	-5	0	2.5	0.2	-4	2	0.4
45	S=C1NC2=C(CCC/C2=C\c2ccc(Cl)cc2)C(c2ccc(Cl)cc2)N1 (stereo not drawn)	-2	-23	3	0.9	-0.1	2	-8	0.2
46	CCN(CC)Cc1c(C(=O)N2CCc3ccccc3C2)nc2ccc(Cl)cn12	.	-1	-10	-0.9	-0.3	-1	-5	0.2
47	COCC(=O)Nc1ccc2c(c1)C(=O)N(C)C[C@@H](OC)[C@H](C)CN(C(=O)NC(C)C)[C@@H](C)CO2	2	8	-3	-1.3	-0.2	.	-2	0.4
48	N#Cc1ccc(-c2ccc3c(c2)[C@@H]2[C@@H](CCN2S(=O)(=O)c2cccc(F)c2)[C@H](CO)N3)cc1	12	-17	11	4.8	0.2	-2	34*	0.0
49	C[C@H](CO)N1C[C@H](C)[C@@H](CN(C)S(=O)(=O)c2ccccc2)Oc2ccc(NC(=O)CCC(F)(F)F)cc2C1=O	-3&1	8&-4	5&-31	-5.1&-0.6	0.2&0.1	2&-5	17&11	-0.8&0.2
50	CCO/N=C/c1ccc(OC)c(Oc2nc(OC)cc(OC)n2)c1	.	-9	36	.	.	3	-6	0.2
51	CN(C)C(=O)c1nc2ccccc2s1	.	-17	13	1.1	2.1	1	-6	0.0
52	Cc1ccc(NC(=O)CO/N=C(\N)c2ccccc2)cc1C	-1	-8	.	-2.7	0.1	-1	-17	0.3
53	Cc1ccc[n+](C(C(=S)NCc2ccco2)=C([O-])c2ccccc2Cl)c1	.	-10	19	-3.1	0.1	5	-8	0.7
54	N#CCCN(Cc1cccnc1)C(=S)NC1CC2C=CC1C2 (stereo not drawn)	.	-17	6	1.5	-0.1	3	2	0.0
55	O=C(C[C@@H]1CC[C@H]2[C@@H](COC[C@@H](O)CN2C(=O)Nc2ccc(Cl)cc2)O1)NC1Cc2ccccc2C1	0	18	-22	4.0	0.1	4	?	0.0
56	CC1CCCN(c2ccc3nc4ccccc4c(=O)n3n2)C1 (stereo not drawn)	.	-36	8	0.2	1.0	-4	-3	0.7
57	Cc1noc(C)c1COc1ccc(C(=O)NNC(=O)c2ccccc2O)cc1	1	-6	5	-3.0	.	1	1	-0.1
58	Cc1ncsc1C(=O)N1CCCC(CNS(=O)(=O)c2cccs2)C1 (stereo not drawn)	.	-14	9	-1.2	.	3	-3	0.1
59	CO[C@H]1CN(C)C(=O)c2cc(NC(=O)Nc3ccccc3)ccc2OC[C@H](C)N(C(=O)Nc2c(C)noc2C)C[C@@H]1C	-5	4	-6	-2.0	0.1	-1	-4	0.0
60	COc1ccc(NC(=O)CN(C)S(=O)(=O)c2ccc3c(c2)c(=O)n(C)c(=O)n3C)cc1	2	-8	9	0.1	.	-1	3	0.1

Next structures follow:
item	smiles	RAD54 branch	RAD52 inh	GSIS activator	CFTR F508del cor	E-selectin induc	CASP6 VEID inh	DENV2 CPE rescue	Xi reactivation
61	CCC(C)(C)NC(=S)Nc1ccc(-c2nc3ccc(C)cc3s2)cc1	2	-26	.	.	0.0	-2	-3	0.1
62	CO[C@H]1CC[C@H]2CCN(C)C(=O)CCCN(C)C(=O)c3cccc(C#N)c3OC[C@H]1O2	-1	-5	0	.	-0.1	-1	5	0.1
63	Cn1c(CNC(=O)c2ccco2)nnc1SCC(=O)c1ccc(Br)cc1	1	-26	-16	-0.4	-0.2	2	4	0.2
64	CO[C@@H]1CN(C)C(=O)c2ccc(NS(=O)(=O)c3ccccc3F)cc2OC[C@@H](C)N(S(C)(=O)=O)C[C@H]1C	-10	-2	1	1.9	-0.1	-1	16	0.0
65	Cc1cc(C)cc(NC(=S)N2CCN(C(=O)c3ccco3)CC2)c1	-6	-11	-2	-1.2	0.2	1	2	-0.1
